LYPLA1 counter: counter-screen for PME1 inhibitors: inhibitors of human LYPLA1; O75608; recombinant LYPLA1, FP-Rh probe fluorescence polarization; inhibition, % at 5.9 µM; actives 0.16% (n = 320,000); AID 2174;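 active = inhibition above the mean of all tested compounds plus 3 SD, set per campaign, cut at about 14% in these data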;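 also: inhibitors block serine hydrolase probe labeling of LYPLA1 so polarization falls; 0% = enzyme with DMSO and 100% = wells lacking LYPLA1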
PAFAH2 inh: PAFAH2 (human) inhibition | Q99487 | recombinant PAFAH2, FP-rhodamine activity probe, fluorescence polarization | inhibition, % at 3.39 µM | actives 0.99% (n = 340,000) | AID 492956;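 active = inhibition above the mean over all tested compounds plus 3 SD, cut at about 30% in these data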;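 also: inhibitors block probe labeling of enzyme so polarization drops; 0% = enzyme with DMSO and 100% = wells lacking PAFAH2 protein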
GSTO1 counter: GSTO1 inhibition, counter-screen for RBBP9 inhibitors; P78417; recombinant GSTO1, activity-based probe fluorescence polarization; inhibition, % at 5.96 µM; actives 1.1% (n = 300,000);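 active = inhibition above the campaign mean inhibition plus 3 SD, cut at about 35% in these data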;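 also: 0% = GSTO1-1 with DMSO and 100% = wells lacking GSTO1-1 enzyme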
LYPLA2 counter: counter-screen for PME1 inhibitors: inhibitors of human LYPLA2; O95372; recombinant LYPLA2, FP-Rh probe fluorescence polarization; inhibition, % at 5.9 µM; actives 0.38% (n = 320,000);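 active = inhibition above the screen-wide mean plus 3 SD, limit set per campaign, cut at about 26% in these data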;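 also: 0% = LYPLA2 with DMSO and 100% = wells lacking LYPLA2 enzyme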
Target sequence (O95372 whole entry, looked up): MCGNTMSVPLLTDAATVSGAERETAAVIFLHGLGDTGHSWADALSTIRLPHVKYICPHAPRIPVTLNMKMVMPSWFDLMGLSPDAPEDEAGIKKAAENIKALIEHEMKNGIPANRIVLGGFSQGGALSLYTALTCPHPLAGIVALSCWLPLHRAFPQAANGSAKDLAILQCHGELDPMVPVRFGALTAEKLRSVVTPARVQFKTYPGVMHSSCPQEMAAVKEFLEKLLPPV
PREPL inhibitor: human PREPL enzyme inhibition | Q4J6C6 | recombinant PREPL, fluorescence polarization activity-based probe | inhibition, % at 5.96 µM | actives 0.68% (n = 320,000); in the data active = inhibition above about 43%;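 also: 0% = enzyme with DMSO and 100% = wells lacking enzyme; many of its hits are not listed in these tables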
PAFAH1B2 FP inh: PAFAH1B2 (human) inhibition | inhibition, % at 3.39 µM | actives 1.2% (n = 340,000) | recombinant PAFAH1B2, FP-rhodamine activity probe, fluorescence polarization | P68402 | AID 492953;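 active = inhibition above the mean of all tested compounds plus 3 SD, cut at about 24% in these data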;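 also: 0% = enzyme with DMSO and 100% = wells lacking PAFAH1B2; many of its hits are not listed in these tables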
Target sequence (P68402 whole entry, looked up): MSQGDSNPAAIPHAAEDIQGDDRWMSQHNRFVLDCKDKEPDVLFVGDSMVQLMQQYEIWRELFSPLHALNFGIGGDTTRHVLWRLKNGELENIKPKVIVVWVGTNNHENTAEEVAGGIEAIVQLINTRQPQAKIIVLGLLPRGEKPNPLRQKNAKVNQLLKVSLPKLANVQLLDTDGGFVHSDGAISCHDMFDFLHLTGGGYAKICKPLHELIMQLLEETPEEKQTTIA
PAD4 FP inh: inhibitors of human PAD4 | AID 485272 | inhibition, % at 6.36 µM | actives 0.41% (n = 330,000) | recombinant PAD4, RCA probe fluorescence polarization;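 active = percent inhibition above a cutoff equal to the mean of all tested compounds plus 3 SD, cut at about 15% in these data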;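 also: 0% = PAD4 with RCA probe and DMSO and 100% = probe without PAD4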
pPAFAH inh: inhibitors of human plasma PAF acetylhydrolase (pPAFAH). Q13093. recombinant pPAFAH, FP-rhodamine probe fluorescence polarization. inhibition, % at 3.39 µM. actives 1.5% (n = 330,000);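 active = inhibition above the mean inhibition across the screen plus 3 SD, cut at about 25% in these data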;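 also: inhibitors block binding of the rhodamine activity-based probe so polarization drops; 0% = enzyme with DMSO and 100% = wells lacking pPAFAH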
Target sequence (Q13093 whole entry, looked up): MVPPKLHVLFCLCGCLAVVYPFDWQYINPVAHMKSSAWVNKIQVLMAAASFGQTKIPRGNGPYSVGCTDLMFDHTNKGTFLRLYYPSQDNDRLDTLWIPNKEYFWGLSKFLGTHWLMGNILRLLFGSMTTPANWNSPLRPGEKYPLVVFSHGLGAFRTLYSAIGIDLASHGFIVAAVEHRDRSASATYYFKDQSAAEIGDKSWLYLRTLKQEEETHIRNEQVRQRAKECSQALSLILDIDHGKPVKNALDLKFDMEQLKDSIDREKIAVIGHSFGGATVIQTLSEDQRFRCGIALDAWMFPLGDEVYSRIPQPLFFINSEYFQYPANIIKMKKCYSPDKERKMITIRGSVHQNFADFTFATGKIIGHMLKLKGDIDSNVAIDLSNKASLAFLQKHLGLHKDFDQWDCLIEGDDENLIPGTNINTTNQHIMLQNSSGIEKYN
PAFAH1B3 FP inh: PAFAH1B3 (human) inhibition | actives 0.28% (n = 340,000) | Q15102 | AID 492972 | inhibition, % at 3.39 µM | recombinant PAFAH1B3, FP-rhodamine probe, fluorescence polarization;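 active = inhibition above the screen-wide average of all tested compounds plus 3 SD, cut at about 25% in these data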;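 also: 0% = enzyme with DMSO only and 100% = wells lacking PAFAH1B3 protein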
* = called active by the depositor; . = no result given. Only part of the results is shown; count on the stated rates, not on these rows.

Structure | PAD4 FP inh | PAFAH1B2 FP inh | PAFAH2 inh | LYPLA2 counter | PREPL inhibitor | PAFAH1B3 FP inh | GSTO1 counter | LYPLA1 counter | pPAFAH inh
CCCn1c(N)c(C(=O)CSc2nnnn2-c2ccc(O)cc2)c(=O)n(C)c1=O | -3 | 4 | 0 | 2 | 1 | 1 | -5 | -1 | -1
COC(=O)CC1C(=O)NCCN1C(=S)Nc1ccc(F)cc1 (centres undefined) | 0 | 3 | 4 | 0 | 9 | 6 | 15 | 0 | 2
CS/C(=N\N(C)C(N)=O)c1ccccc1 | -1 | -1 | -5 | 1 | -4 | -3 | 2 | 2 | -1
Cc1cc(C)nc(SCc2nnc(SCC(=O)NCc3ccco3)n2-c2ccccc2)n1 | -1 | 2 | 7 | 1 | 17 | -2 | -1 | 3 | 8
c1ccc(-c2ccccc2OCCCN2CCCCCC2)cc1 | 4 | -2 | 7 | -1 | 15 | 3 | 5 | -2 | 5
O=C(Nc1cccc(-c2cn3cccnc3n2)c1)c1ccc(Br)o1 | -12 | 3 | 4 | 4 | 8 | -5 | -4 | -3 | -2
O=C(Cn1cc(S(=O)(=O)Cc2cccc([N+](=O)[O-])c2)c2ccccc21)N1CCOCC1 | 1 | 6 | 3 | -1 | -4 | 6 | 0 | -3 | 3
CC(NC(=O)COC(=O)c1ccc2c(c1)OCO2)c1ccccc1 (centres undefined) | 3 | 2 | 55* | 5 | -3 | 7 | 5 | 1 | 8
CCn1c(N2CCN(CC(=O)c3c(C)n(C)c4ccc(OC)cc34)CC2)nc2c1c(=O)[nH]c(=O)n2C | 1 | . | . | 0 | 11 | . | 7 | 1 | -5
COC(=O)c1cc(S(=O)(=O)NCC2CCN(Cc3cccc(F)c3)CC2)c[nH]1 | -5 | 4 | -5 | -8 | 6 | -2 | -3 | -5 | -1
CCCNC(=O)Cn1nc(C(F)(F)F)cc1C | -2 | 2 | -8 | 5 | 14 | -2 | 6 | 4 | 2
CCOc1ccc2nc(NC(=O)CSc3nc4ccccc4c(=O)n3Cc3ccco3)sc2c1 | -2 | -2 | -11 | 3 | 12 | -5 | 7 | 0 | -2
Cc1nc(NNC(=O)c2ccc([N+](=O)[O-])cc2)cc(-c2ccccc2)n1 | -4 | 1 | -1 | 4 | -1 | 2 | -3 | -2 | 5
COc1cc(OC)cc(-c2sc3ccc(OC)cc3c2-c2ccc3cc[nH]c3c2)c1 | 1 | 4 | -1 | . | 0 | 3 | . | . | -2
COc1ccc(OC)c(-c2cc(C3CCN(c4cc(Cl)nc(N)n4)CC3)[nH]n2)c1 | -1 | 6 | 6 | 9 | 11 | 5 | -1 | 1 | 5
CC(C)c1cc(-c2cc(-c3ccccc3)on2)nc(NC2CCCC2)n1 | -1 | 7 | -9 | 0 | 5 | 7 | 4 | -3 | -1
CCCSc1nnc(NC(=O)CSc2nc3[nH]c(=O)cc(O)c3s2)s1 | -2 | 4 | 17 | 4 | 5 | 9 | . | -6 | 12
Cc1ccc(S(=O)(=O)N(C)Cc2ccc(C(=O)NN=C(CC(C)C)CC(C)C)cc2)cc1 | 7 | 5 | -6 | 1 | 2 | 5 | 4 | 2 | -1
COc1cc(S(=O)(=O)N2CCN(C(=O)c3ccco3)CC2)ccc1Cl | 0 | 1 | -2 | 2 | -8 | 6 | -2 | 0 | -1
O=C(Nc1sc2c(c1C(=O)NC1CC1)CCCCCC2)c1ccco1 | -4 | 4 | 4 | 0 | 10 | 5 | 2 | 6 | 5
COc1ccc2c(c1)c(C(=O)N/N=C/c1cccc(Br)c1)c(C)n2C | -3 | -3 | 16 | 3 | -9 | 7 | 5 | -1 | 4
CCO[C@H]1OC(C(=O)N2CCN(Cc3ccccc3)CC2)=C[C@@H](c2coc3ccccc3c2=O)[C@@H]1CCCO | -2 | -1 | 5 | -4 | 9 | -3 | 7 | -2 | 8
N#Cc1nc(Cc2ccccc2)oc1N1CCN(c2cccc(Cl)c2)CC1 | -4 | -2 | -5 | 6 | -5 | 4 | 5 | 2 | -1
O=C1CCCc2c1[nH]c1ccc(CN3CCCCC3)cc21 | -4 | 1 | -6 | 0 | 5 | 0 | 0 | 1 | 3
CCCCn1c(SC(C)C(=O)c2ccc(OC)cc2)nc2cc(S(N)(=O)=O)ccc21 (centres undefined) | -6 | -1 | 8 | 1 | -1 | -3 | -3 | 0 | 4
O=C(CN1C(=O)NC2(CCCC2)C1=O)N1CCN(S(=O)(=O)c2ccc(Cl)cc2)CC1 | 3 | 20 | 2 | 3 | -3 | 7 | 5 | 0 | 5
Cc1nc2scc(-c3ccc(C(C)(C)C)cc3)c2c(=O)n1N | 0 | 5 | 3 | -3 | 0 | 4 | 0 | 3 | 12
CCOCCCn1c(=NC(=O)c2cccs2)c(C#N)cc2c(=O)n3cccc(C)c3nc21 | -5 | -4 | 5 | -3 | 3 | 4 | 4 | -1 | 5
Cc1cc(=O)[nH]c(N/N=C/c2ccc(Br)s2)n1 | -5 | 3 | 9 | -1 | 9 | 3 | 2 | -2 | 7
COc1ccccc1OCCNC(=O)c1ccc(C)c(S(=O)(=O)N2CCOCC2)c1 | 1 | 0 | 4 | 2 | 1 | 3 | 9 | -1 | 4
CCN(C[C@H]1N[C@@](C)(C(=O)OC)[C@H]2C(=O)N(C)C(=O)[C@@H]12)S(=O)(=O)c1ccc(F)cc1 | 3 | 6 | 4 | . | 9 | 1 | . | . | 6
COc1cc2cc(CN(CCc3cccc(C)c3)C(=S)NCCCN3CCOCC3)c(=O)[nH]c2cc1OC | -2 | 3 | 8 | 0 | 17 | 1 | 8 | 1 | 2
COc1cc2c3nnc(-c4ccccc4)c-3cn(Cc3ccc(F)cc3)c2cc1OC | -8 | 1 | -3 | -2 | -11 | 9 | -20 | -3 | -1
COc1ccc(OCC(=O)Nc2ccc3c(c2)CCC3)cc1 | 1 | 8 | 2 | 1 | 0 | 3 | . | -2 | -3
O=C(COC(=O)CCCSc1nc2ccccc2[nH]1)Nc1ccc(Oc2ccccc2)cc1 | -4 | -8 | -10 | -34 | -12 | -21 | -7 | -17 | -4
Cc1ccc(Cn2c(Cc3ccccc3)nc3ccccc32)cc1 | -4 | 16 | 4 | -3 | 24 | 4 | 2 | 1 | -4
O=C(/C=C/c1ccccc1)N1CCC(c2ccccc2)C1 (centres undefined) | -7 | 1 | 6 | 3 | 10 | 2 | -1 | -3 | 0
Cn1ccnc1SCC(=O)Nc1nc2ccccc2s1 | -1 | 2 | -3 | 4 | -16 | 14 | 13 | 4 | 2
O=C(NC(=S)NC(=O)c1ccccc1F)c1ccccc1F | 5 | 2 | 2 | -3 | -9 | 8 | -3 | 3 | 10
CCOC(=O)c1sc(NC(=O)COC(=O)c2ccco2)nc1C | -2 | 0 | 8 | 3 | 7 | -3 | 14 | 2 | 7
O=C(NN1CCOCC1)c1cc(-c2ccc(Br)cc2)nc2ccccc12 | -2 | 2 | 0 | -3 | 5 | 5 | -4 | 0 | 1
COc1ccccc1/C=C/C(=O)OCC(=O)Nc1ccc2c(c1)OCO2 | -5 | 0 | 79* | . | 8 | 7 | . | . | 16
CCn1nnc(NC(=O)c2ccc(C(C)(C)C)cc2)n1 | -5 | 13 | -3 | -12 | -7 | -2 | -2 | -8 | -1
COc1ccccc1N1C(=O)C2C(c3ccc(F)cc3)NN(C(=O)c3ccc(C)cc3)C2C1=O (centres undefined) | -3 | 1 | -2 | 5 | 14 | 8 | 10 | 4 | 1
O=C(O)c1ccc(NS(=O)(=O)c2ccc3c(c2)C(=O)c2ccccc2C3=O)cc1 | -8 | . | . | 4 | 5 | . | 17 | 5 | 18
CN(CC(=O)Nc1ccc(F)cc1)C(=O)C1CC(=O)N(Cc2ccccc2)C1 (centres undefined) | -1 | 7 | 3 | 6 | 2 | 4 | 2 | 4 | 2
CCN(Cc1ccccc1)C(=O)c1ccc(C(=O)N(CC)Cc2ccccc2)cc1 | 5 | 3 | 3 | 0 | -10 | 2 | 3 | -2 | 5
CCCc1cc(NCCCN(C)C)n2c(nc3ccccc32)c1C#N | -6 | -2 | 3 | -2 | 28 | 1 | -6 | -4 | 5
NC(=O)C1CCN(C(=O)CN2C(=O)c3ccccc3S2(=O)=O)CC1 | -2 | 0 | 0 | 4 | 2 | -1 | -5 | 0 | -5
COc1ccc(NC(=O)CCc2nc3ccccc3s2)c(OC)c1 | -3 | 9 | 1 | 16 | 16 | 7 | 7 | 1 | -2

Later entries.
Structure | PAD4 FP inh | PAFAH1B2 FP inh | PAFAH2 inh | LYPLA2 counter | PREPL inhibitor | PAFAH1B3 FP inh | GSTO1 counter | LYPLA1 counter | pPAFAH inh
c1ccc2c(c1)OCC(c1nn3cnnc3s1)O2 (centres undefined) | -6 | 3 | -6 | 3 | 8 | 1 | 2 | 3 | 1
CC(=O)c1cccc(S(=O)(=O)N2CCC(C(=O)OC3CCOC3=O)CC2)c1 (centres undefined) | -3 | 4 | 4 | 3 | 9 | 7 | . | 2 | 9
O=C(Cc1ccc(Cl)cc1)Nc1ccc(-c2nnc(-c3ccco3)o2)cc1 | -3 | -3 | -5 | -11 | -6 | -4 | -8 | -6 | 8
COCCCn1c2nc3ccccc3nc2c2c(=O)n(CC3CCCO3)cnc21 (centres undefined) | 0 | 1 | -4 | 5 | 14 | 7 | -3 | 0 | -2
CCCCc1ccc(NC(=S)NCc2cccc(OC)c2)cc1 | -4 | 1 | 0 | -6 | 0 | 2 | -3 | -13 | 3
Cc1cc(C)c2c(c1)OC(O)(C(F)F)CC2=O (centres undefined) | -6 | 4 | 4 | 4 | 10 | 0 | 6 | 2 | 2
COC(=O)c1ccc(N2CCC(C)CC2)c(N)c1 | 0 | 1 | -1 | 11 | 12 | 0 | 0 | 0 | 1
CC(=O)c1ccc(NC(=O)CSc2nnc(Cc3cccn3C)n2-c2ccc(F)cc2)cc1 | 0 | 6 | -2 | -2 | 0 | 6 | 4 | 2 | 13
CC(C)CCN(Cc1ccco1)S(=O)(=O)c1csc(C(N)=O)c1 | -4 | 13 | 4 | -1 | 6 | -2 | -11 | -3 | 2
CN(CC(=O)Nc1cccc(F)c1)C(=O)CCCNC(=O)c1ccc(Cl)cc1 | 3 | 11 | -1 | 4 | 11 | 3 | 0 | -2 | 4
CC(C)(C)OC(=O)N1CCC[C@H]1C(=O)Nc1ccc(C#N)cc1 | -2 | 1 | 2 | 5 | 4 | 7 | 4 | 2 | 4
Cc1ccc2c(c1)C(=O)C(=O)N2c1ccc(Cl)cc1 | 0 | 6 | -2 | . | 13 | 10 | . | . | 9
CCOC(=O)CNC(=O)c1ccc2[nH]c3c(c2c1)CCCC3 | -3 | 1 | 8 | 3 | 13 | -2 | 10 | 1 | 1
CCN(CC)S(=O)(=O)c1cccc(-c2nnc(SCC#N)n2Cc2ccccc2)c1 | -2 | 6 | 7 | -3 | 7 | 6 | -4 | -1 | 12
CCCCn1c(SCC(=O)NC(=O)NCc2ccco2)nc2cc(S(N)(=O)=O)ccc21 | -1 | 7 | 3 | 0 | 1 | -6 | 4 | 1 | 16
Cc1ccc(C)c(OCc2nc(-c3cccnc3)no2)c1 | 4 | 3 | -1 | 11 | 5 | 1 | 4 | 4 | 7
